EBV gp42 block: Epstein-Barr virus gp42 inhibitors, primary screen, biochemical, uHTS, fluorescence polarization. Glycoprotein 42 (Epstein-Barr virus (strain AG876)), Q1HVG2. Fluorescence polarization binding assay, mP read-out. inhibition, % (tested at 21.74 µM). hit rate 0.42% among 220,000. AID 1085, 2008; in the data active = inhibition above about 50%
Mdm2 ligase inh: MDM2-luciferase reporter signal enhancers, primary screen, MDM2 E3 ligase inhibitor project, cell-based, luminescence, 1536-well; cell-based MDM2 ubiquitination luciferase reporter, 2 h; 0 = plate control, 100 = twice control, blank-subtracted; hit rate 0.11% among 210,000; E3 ubiquitin-protein ligase Mdm2 (Homo sapiens), Q00987; signal enhancement, % at 5 µM; AID 1230, 2008;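 active = signal enhancement of 30% or more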;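 note: luminescence tracks abundance of the self-degrading MDM2-luciferase fusion protein; higher signal means inhibition of MDM2 E3 ligase activity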
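Timing – 2 h compound exposure at 37 °C · Assay system – mammalian cells stably expressing self-ubiquitinating, self-degrading MDM2 E3–luciferase fusion · Amount – 2000 cells seeded into each well · Measure – % luminescence enhancement versus blank-corrected plate control mean · Measured by – SteadyLite luminescence, 15 min reagent step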
m-calpain inh: inhibitors of pig calpain II, primary screen, biochemical, fluorogenic peptide substrate, 1536-well; purified calpain II, 30 min; inhibition, % at 16 µM; hit rate 0.37% among 220,000; AID 1236, 2008;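 active = inhibition above about 50%, limit read from the data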
eIF4E-4G inh: eIF4E–eIF4G protein interaction inhibitors, primary screen, biochemical, uHTS, TR-FRET, eIF4GI fragment | hit rate 0.37% among 220,000 | TR-FRET eIF4E-eIF4GI(517-606) binding, 2 h | inhibition, % at 21.7 µM;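 active = inhibition above about 30%, limit read from the data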;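 note: 0% = full FRET control wells and 100% = background wells lacking eIF4GI fragment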
zVAD death inh: inhibitors of zVAD-triggered necroptosis, primary screen, L929 cells | AID 1377, 2008 | viability rescue, % at 10 µM | hit rate 0.38% among 220,000 | L929 zVAD necroptosis rescue, ATP luminescence, 24 h; with zVAD 60 µM;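 active = activation, scaled between plate controls, above about 75%, limit read from the data; inactive = activation under that limit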;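 note: 0% = zVAD with DMSO and 100% = DMSO alone without zVAD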
PERK inh: block of dimerizer-induced PERK translation repression, primary screen, PERK inhibitor project, CHO PERK-DD cells, SEAP luminescence, HTS | Eukaryotic translation initiation factor 2-alpha kinase 3 (Homo sapiens), Q9NZJ5 | CHO PERK-DD fusion, SEAP luminescence translation reporter | inhibition, % at 5.6 µM | hit rate 0.17% among 220,000 | AID 1416, 2008;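 active = inhibition above the mean inhibition of all tested compounds plus 3 SD, set separately per screening campaign, cut at about 2.9% in these data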;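 note: PERK kinase domain activated by AP20187 dimerizer at 100 nM; 0% = DMSO with dimerizer and 100% = rapamycin at 8.4 µM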
Target sequence (Q9NZJ5 whole entry, looked up, the tested form may be a part): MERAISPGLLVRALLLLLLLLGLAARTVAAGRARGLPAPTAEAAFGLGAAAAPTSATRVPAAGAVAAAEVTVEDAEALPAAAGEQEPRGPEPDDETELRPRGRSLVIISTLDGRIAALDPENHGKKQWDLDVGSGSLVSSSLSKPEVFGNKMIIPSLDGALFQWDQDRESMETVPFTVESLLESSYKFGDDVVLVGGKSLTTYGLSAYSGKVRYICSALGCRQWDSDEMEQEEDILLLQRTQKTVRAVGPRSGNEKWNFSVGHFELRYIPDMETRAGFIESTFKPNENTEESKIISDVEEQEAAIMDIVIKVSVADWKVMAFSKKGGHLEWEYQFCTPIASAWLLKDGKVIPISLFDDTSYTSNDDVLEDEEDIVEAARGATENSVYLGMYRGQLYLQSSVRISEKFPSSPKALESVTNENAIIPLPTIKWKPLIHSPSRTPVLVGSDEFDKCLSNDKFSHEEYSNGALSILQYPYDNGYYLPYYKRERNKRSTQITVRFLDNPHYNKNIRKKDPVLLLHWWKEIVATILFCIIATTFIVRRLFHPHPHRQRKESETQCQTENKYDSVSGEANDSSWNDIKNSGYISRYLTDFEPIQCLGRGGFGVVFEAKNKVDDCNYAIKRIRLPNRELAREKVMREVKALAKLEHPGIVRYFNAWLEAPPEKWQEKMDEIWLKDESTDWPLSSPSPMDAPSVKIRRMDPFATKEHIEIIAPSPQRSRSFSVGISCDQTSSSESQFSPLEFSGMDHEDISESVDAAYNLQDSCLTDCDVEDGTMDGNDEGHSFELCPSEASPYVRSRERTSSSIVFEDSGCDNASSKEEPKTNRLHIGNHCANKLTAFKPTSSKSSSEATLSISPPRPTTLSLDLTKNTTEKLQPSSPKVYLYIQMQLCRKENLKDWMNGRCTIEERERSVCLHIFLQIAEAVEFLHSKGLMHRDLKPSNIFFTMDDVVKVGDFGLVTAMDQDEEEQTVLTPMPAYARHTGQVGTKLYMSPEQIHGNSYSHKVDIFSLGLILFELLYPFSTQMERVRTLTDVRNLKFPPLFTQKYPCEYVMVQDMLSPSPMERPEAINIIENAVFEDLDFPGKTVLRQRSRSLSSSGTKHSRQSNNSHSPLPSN
TNF necrop inh: inhibitors of TNF-alpha triggered necroptosis, primary screen, cell-based, Jurkat FADD-/-, single concentration. Jurkat FADD-/- TNF necroptosis rescue, ATP luminescence, 24 h; 0 = TNF only, 100 = no-TNF cells. activation (protection from cell death), % at 10 µM. hit rate 0.068% among 220,000. AID 463075, 2010;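 active = activation, meaning protection from cell death, of at least 50% relative to plate controls; inactive = activation below 50%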;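 note: necroptosis triggered by 40 ng/mL TNF-alpha added together with compound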
Rad51 HR inh: human RAD51 strand exchange inhibitors, primary screen, biochemical, fluorescence; DNA repair protein RAD51 homolog 1 (Homo sapiens), Q06609; hRad51 DNA strand exchange, fluorescence dequenching; inhibition, % at 10 µM; hit rate 0.085% among 200,000;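 active = inhibition above 40% at the single screening dose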;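 note: 0% = DMSO control wells and 100% = blanks with heterologous ssDNA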
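Material: human Rad51–ssDNA filaments; Probe or stimulus: labelled 47-mer dsDNA for strand exchange; Doses: single 10 µM dose; Incubation: 37 °C 15-min filament assembly, 30-min compound preincubation, 15-min exchange; Technique: FRET fluorescence dequenching, excitation 485 nm, emission 520 nm; Measure: Fluorescence-based percent inhibition, control- and blank-normalised; Benchmarks: plate control and blank wells.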
Cl transport mod: KCC2 cotransporter modulators, thallium flux, primary screen, cell-based, HEK293 KCC2, FluoZin-2 fluorescence, MLSMR. KCC2 cells, thallium flux FluoZin-2 fluorescence. AID 1456, 2008. B-score of Tl+ flux slope (higher = more flux/activation; lower = inhibition) at 10 µM. Solute carrier family 12 member 5 (Homo sapiens), Q9H2X9. hit rate 2.2% among 190,000;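 active = thallium flux slope and its plate-corrected score both differing from the plate sample mean at a set confidence after two filtering rounds, in either direction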;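 note: slope of fluorescence scaled to starting intensity during 10 to 20 s after thallium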
Numbers without * were called inactive; · = no result given; [ ] = another dose, or the depositor's remark.

SMILES | EBV gp42 block | Mdm2 ligase inh | m-calpain inh | eIF4E-4G inh | zVAD death inh | PERK inh | TNF necrop inh | Rad51 HR inh | Cl transport mod
O=C(CNc1c(Br)cc(Br)cc1Br)NN=C1CCCCC1 | 18 | -10 | -4 | -1[fluorescence artefact?] | 2.5 | 0.4 | 1.6 | 3 | -0.35
O=C(N1CCN(Cc2ccccc2)CC1)C(Cl)(Cl)Cl | -1 | -12 | -11 | -5[fluorescence artefact?] | 0.1 | 0.5 | 5.0 | 11 | -0.085
CC(C)OCCCN1CN(S(=O)(=O)c2cccs2)c2nc3ccccc3nc21 | -5 | -2 | 3 | -2 | 0.0 | -1.7 | 1.4 | -17 | -0.91
COc1ccc(Cc2c(O)nc(SCC(=O)c3ccc(OC)cc3)[nH]c2=O)cc1 | -2 | 1 | -11 | -4 | 1.0 | 0.9 | -0.5 | 5 | 0.9
COc1ccc(NC2=C(C(C)=O)C(c3ccc4c(c3)OCO4)C(C(C)=O)C(C)(O)C2)cc1 (centres undefined) | 1 | 0 | -29 | 0 | -0.5 | 0.4 | -2.3 | 3 | ·
O=c1[nH]c(SCc2ccccc2)nnc1-c1ccccc1 | -5 | -8 | 23 | 5[fluorescence artefact?] | 0.9 | -0.8 | -2.1 | -2 | 0.87
COCCn1c(-c2ccccc2)nc2oc3cc(OC)ccc3c(=O)c2c1=O | -14 | 6 | -4 | 11 | 0.0 | -0.1 | -1.2 | 2 | 0.31
Cc1ccc(NCCC(=O)c2ccc(Cl)cc2)cc1 | -14 | -7 | 1 | 5 | -0.3 | 1.0 | -7.7 | -6 | 0.69
Cc1ccc(C(=O)N/C(=C/c2ccco2)C(=O)NCC2CCCO2)cc1 (centres undefined) | 7 | -1 | 11 | 2 | 0.0 | 0.7 | 0.8 | · | 1.4
CCCN(C(=O)/C=C/c1ccco1)c1c(N)n(Cc2ccccc2)c(=O)[nH]c1=O | -5 | 5 | -11 | 0 | -0.5 | -0.2 | -0.3 | · | ·
CCOC(=O)c1ccc(N2C(=O)C3CC=C(C)CC3C2=O)cc1 (centres undefined) | -18 | -8 | 0 | 7[fluorescence artefact?] | 1.0 | -1.1 | 0.4 | 1 | ·
O=C1CCCc2ccccc2N1Cc1c(Cl)cccc1Cl | -9 | -9 | 23 | -15 | 0.0 | -0.8 | -4.6 | 2 | ·
O=C(NCCc1ccc(Cl)cc1)c1ccc(CNc2c(N3CCOCC3)c(=O)c2=O)cc1 | -19 | -6 | -6 | -6 | 1.6 | -0.2 | 2.9 | 7 | -0.19
O=C(CSc1nnnn1C1CCCC1)c1ccc2c(c1)OCCO2 | -8 | -61 | 14 | 5 | 1.6 | -0.7 | 3.9 | -2 | ·
Cc1nc(NCCO)c(C#N)c2c1COC(C)(C)C2 | -15 | -5 | -47 | -3 | 1.1 | -0.3 | -2.6 | · | -0.94
Cc1cc([N+](=O)[O-])nn1CC(=O)Nc1c(C)n(C)n(-c2ccccc2)c1=O | -17 | 13 | -26 | 0 | 4.7 | 0.3 | 0.3 | 3 | ·
COc1ccc(CCNC(=O)c2cnn3ccccc23)c(OC)c1OC | -18 | -4 | -18 | 2 | 1.1 | -0.2 | -1.0 | -3 | 0.4
O=C(c1cccc(C(F)(F)F)c1)N1CCCCCC1 | -9 | -12 | -5 | 0 | 0.4 | 1.0 | -1.6 | 2 | 0.14
CSc1ccc(CN2CCN(C3CCCC3)C(CCO)C2)cc1 (centres undefined) | -2 | -4 | -19 | 2 | -0.6 | 1.6 | -0.4 | -12 | ·
Cc1[nH]nc2c1C(c1ccc(F)cc1)C(C#N)=C(N)O2 (centres undefined) | -11 | -5 | -22 | 6[fluorescence artefact?] | -0.3 | 0.2 | -2.3 | -4 | -0.57

Some of the entries so far, with two lines to a compound:
Values run as follows: EBV gp42 block | Mdm2 ligase inh | m-calpain inh | eIF4E-4G inh | zVAD death inh | PERK inh | TNF necrop inh | Rad51 HR inh | Cl transport mod
O=C1CCCc2ccccc2N1Cc1c(Cl)cccc1Cl
  -9 | -9 | 23 | -15 | 0.0 | -0.8 | -4.6 | 2 | ·
O=C(NCCc1ccc(Cl)cc1)c1ccc(CNc2c(N3CCOCC3)c(=O)c2=O)cc1
  -19 | -6 | -6 | -6 | 1.6 | -0.2 | 2.9 | 7 | -0.19

Following part:
SMILES | EBV gp42 block | Mdm2 ligase inh | m-calpain inh | eIF4E-4G inh | zVAD death inh | PERK inh | TNF necrop inh | Rad51 HR inh | Cl transport mod
COc1ccc(NC(=O)c2ccco2)c([N+](=O)[O-])c1 | -3 | -13 | 6 | -1 | 0.4 | 0.5 | 0.2 | 2 | 0.66
CCOc1ccccc1Nc1ccnc2cc(Cl)ccc12 | -43 | 1 | 3 | -4 | -0.8 | 0.3 | 5.2 | -4 | -1.2
CCOC(=O)N1CCC(N2Cc3cccc(C(=O)NCc4ccc(OC)cc4)c3C2=O)CC1 | 14 | 1 | -65 | 10[fluorescence artefact?] | · | -1.1 | -0.4 | · | 0.52
CCNC(=O)CC1C(=O)N(c2ccccc2)C(=O)N1Cc1ccc(OC)cc1 (centres undefined) | -15 | 6 | -21 | 4 | 0.9 | 0.6 | -0.7 | -3 | ·
COCCCNCCC(CCC(C)C)c1ccc2c(c1)OCO2 (centres undefined) | 3 | -4 | 13 | -3 | 0.7 | -2.3 | -0.4 | 12 | -0.62
CCOC(=O)c1[nH]c2ccc(OC)cc2c1NC(=S)N1CCN(c2ccccc2OC)CC1 | -7 | -4 | -29 | -5[fluorescence artefact?] | 1.0 | -1.2 | -3.5 | -13 | -0.18
O=C(/C=C/c1ccc(Cl)cc1)Nc1ccc(N2CCCCC2)cc1 | -20 | 18 | 1 | -5 | 1.0 | 0.6 | 0.1 | -7 | ·
O=C1NC(c2ccccc2)=C(c2ccc3ccccc3n2)C(c2ccccc2)N1 (centres undefined) | 2 | -4 | -37 | 3 | · | -0.5 | -7.3 | · | -1.1
CCOC(=O)N1CCN(CCC(=O)Nc2ccc(Br)cc2)CC1 | -11 | -26 | -5 | -6 | -0.3 | -0.7 | 1.2 | -14 | -2.4
CC(C)(C)C(=O)Nc1c(Br)c(C2CC2)nn1-c1ccccc1 | -20 | -3 | 12 | 0 | 0.4 | 1.2 | 1.0 | 22 | -0.14
O=C(NCCCc1ccccc1)C1CCC(CNc2c(N3CCCCC3)c(=O)c2=O)CC1 (centres undefined) | -17 | 3 | 10 | 3 | -0.6 | 1.3 | 1.5 | -22 | 0.085
Fc1ccc(Cn2nnnc2CN2CCc3ccccc3C2)cc1 | -14 | -15 | -39 | 9 | 1.4 | 0.8 | 2.2 | · | -1.7
O=C1N=C(N2CCN(c3ccccc3)CC2)S/C1=C/c1cccs1 | -17 | -10 | 20 | -2 | 0.4 | 0.5 | 0.9 | 0 | -2.6
Cn1c(CC(=O)NC(C)(C)CO)c(Sc2ccccc2)c2ccccc21 | 2 | -22 | 1 | 3[fluorescence artefact?] | 0.6 | -2.0 | 1.4 | 6 | 0.032
CC1CCCCC12NC(=O)N(CC(=O)NCCc1ccccn1)C2=O (centres undefined) | -4 | 3 | -21 | -3[fluorescence artefact?] | 0.0 | 0.7 | -1.3 | 7 | -0.09
CC(C)CN1CCN(Cc2cc(F)ccc2-n2cccn2)CC1CCO (centres undefined) | -9 | -10 | -15 | -2 | -0.5 | 1.8 | -0.1 | 20 | ·
O=c1c(-c2ccc3c(c2)OCCO3)c(C(F)(F)F)oc2cc(O)cc(O)c12 | 4 | -11 | -10 | 14[fluorescence artefact?] | -0.1 | 1.4 | -3.8 | 4 | -2.9*
C/C(=N/Nc1nc(-c2ccccc2F)nc2ccccc12)c1ccccc1O | -12 | -15 | -15 | 2 | 2.2 | -1.9 | -3.2 | -8 | -1.1
O=C(Cc1ccc([N+](=O)[O-])cc1)NCc1ccncc1 | -5 | -4 | -9 | -2 | 0.8 | 0.5 | 0.6 | 12 | 0.65
C=C(C)C(=O)Nc1cccc(C2=NOC3(C2)C[C@@H](C(N)=O)N(C(=O)c2cc([N+](=O)[O-])cc([N+](=O)[O-])c2C)C3)c1 (some centres undefined) | -4 | 3 | -22 | 3 | -0.2 | · | 1.2 | -11 | 0.28

Ordered by the number under eIF4E-4G inh (ascending): some entries from above.
Structure	eIF4E-4G inh
CC(C)CN1CCN(Cc2cc(F)ccc2-n2cccn2)CC1CCO (centres undefined)	-2
C/C(=N/Nc1nc(-c2ccccc2F)nc2ccccc12)c1ccccc1O	2
O=C(CSc1nnnn1C1CCCC1)c1ccc2c(c1)OCCO2	5

(further entries)
SMILES | EBV gp42 block | Mdm2 ligase inh | m-calpain inh | eIF4E-4G inh | zVAD death inh | PERK inh | TNF necrop inh | Rad51 HR inh | Cl transport mod
Cn1cnnc1SCC(=O)NC(=O)NC1CCCC1 | -9 | -1 | 14 | 5 | 2.0 | 0.7 | 0.2 | -5 | 0.13
S=c1[nH]nc(Nc2ccccc2)s1 | -22 | -13 | 32 | 8 | 1.1 | 0.2 | 0.7 | -3 | -8.1*
Cc1ccccc1NC(=S)NCC(c1cccnc1)N1CCOCC1 (centres undefined) | -3 | -17 | 20 | 0 | 0.2 | 0.7 | -0.9 | -13 | -0.11
O=C(NC(=S)N1CCCCC1)C12CC3CC(CC(C3)C1)C2 | -8 | -11 | -18 | -2 | -0.1 | -0.1 | -0.5 | -5 | 35*
O=C(Cc1ccc(Cl)cc1)Nc1ccc(SC(F)F)cc1 | 15 | 17 | -2 | 10[fluorescence artefact?] | 1.1 | 0.7 | 11 | -4 | 0.098
Cc1ccc2cc(C)c(Sc3nnnn3-c3ccccc3)nc2c1 | 11 | -10 | 14 | 0 | 0.3 | -0.9 | 0.8 | 3 | -1.9
N#CCCn1ncc2ccccc21 | -12 | -5 | -2 | 9 | 1.4 | 0.6 | 0.3 | -4 | ·
O=C(COc1cccnc1[N+](=O)[O-])Nc1cccc(S(=O)(=O)N2CCOCC2)c1 | 6 | 4 | -14 | -3 | 2.1 | 0.2 | 0.5 | -2 | 1.7
Cc1ccc(NC(=O)COC(=O)CCC(=O)c2cccs2)cc1S(=O)(=O)N1CCOCC1 | -12 | -12 | -12 | -24 | 0.8 | 0.3 | 0.8 | 7 | -0.14
CC(NCc1ccc(OCc2ccc(Cl)cc2)cc1)C(O)c1ccccc1 (centres undefined) | -13 | 8 | 3 | -2 | 35 | -1.9 | 3.8 | -13 | 0.049
CCNS(=O)(=O)c1c(C)cc(C)c(N(C)S(=O)(=O)c2ccccc2)c1C | -10 | -35 | -8 | 1 | 0.0 | 0.9 | -0.3 | 20 | -1.9
CCn1cc(Br)c(C(=O)Nc2ccc(F)cc2F)n1 | -15 | -17 | -13 | 4 | -0.2 | -0.6 | 1.3 | 1 | 0.25

Screening data from PubChem BioAssay.
